BB579 growth dn – yeast BB579 growth reduction in restrictive medium; S. cerevisiae BB579 growth, OD615, 48 h; inhibition, % at 10 µM; 140,000 tested, 0.51% active;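 active = inhibition above a set limit, 3 SD over the mean compound inhibition, cut at about 44% in these data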; also: inactives centre near -24
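Test system: DeaD yeast strain BB579 / Buffer or medium: restrictive glucose-based CSMM-D medium / Doses: single 10 µM dose / Schedule: 4 h cell preincubation, 48 h compound exposure, 30 °C humidified / Technique: culture absorbance at 615 nm / Controls: amphotericin B positive control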
E-sel TNF inh – blocks E-selectin expression induced by TNF alpha; HUVEC TNFa-induced E-selectin immunofluorescence, high content; 120,000 tested, 0.71% active; inhibition, % at 2 µM;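 active = inhibition above the batch mean plus 3 SD, and confirmed as a hit on visual image review, cut at about 43% in these data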;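 also: 0% = TNF-stimulated DMSO wells and 100% = unstimulated control wells; not every result past the cut was called active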
NPY Y2 blocker – NPY-Y2 (human) receptor antagonism | inhibition, % at 2.7 µM | 140,000 tested, 0.99% active | P49146 | AID 793 | NPY-Y2 expressing cells, antagonist mode; in the data active = inhibition above about 17%;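 also: 0% = vehicle with agonist challenge and 100% = reference antagonist with challenge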
Target sequence (P49146 whole entry, looked up): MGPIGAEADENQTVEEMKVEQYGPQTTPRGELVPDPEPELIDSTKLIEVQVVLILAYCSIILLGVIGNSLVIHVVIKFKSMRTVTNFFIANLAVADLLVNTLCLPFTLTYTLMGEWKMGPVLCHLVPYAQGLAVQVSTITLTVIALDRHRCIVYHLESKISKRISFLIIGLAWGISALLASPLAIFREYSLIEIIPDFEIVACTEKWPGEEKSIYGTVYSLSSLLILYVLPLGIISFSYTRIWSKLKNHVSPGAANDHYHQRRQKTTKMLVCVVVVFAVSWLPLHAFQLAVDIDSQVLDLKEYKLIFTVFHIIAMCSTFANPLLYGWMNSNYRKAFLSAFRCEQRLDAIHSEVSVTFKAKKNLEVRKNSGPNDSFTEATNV
Phagocytosis inh – inhibitors of macrophage phagocytosis; J774A.1 macrophage IgG-bead phagocytosis, imaging; inhibition, % at 5 µM; 110,000 tested, 0.07% active;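 active = inhibition above the mean of the plate negative controls plus 5 SD, cut at about 13% in these data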;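 also: phagocytic index as fraction of beads internalized from green versus red external bead signal; plate controls were DMSO negative control for no effect and cytochalasin-D positive control for full effect; some results beyond the cut were filed as inactive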
PTEN del growth – growth suppressors of cells with PTEN tumor suppressor deletion; 140,000 tested, 1.2% active; viability, % at 10 µM; HCT116 PTEN-null viability, CellTiter-Glo, 60 h; stronger effect = lower value;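 active = viability at or below a set limit, 4 SD under the median of all tested compounds, cut at about 3.7% in these data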;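 also: PTEN knockout HCT116 line with beta catenin targeted HCT116 as companion control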
GALR2 blocker – blocks the human galanin receptor 2; O43603; GALR2-expressing cells, antagonist mode; inhibition, % at 4 µM; 140,000 tested, 0.39% active; in the data active = inhibition above about 27%;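 also: cells stimulated with galanin 1-16 at roughly its EC80; 0% = agonist challenge control and 100% = basal control without agonist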
Target sequence (O43603 whole entry, looked up): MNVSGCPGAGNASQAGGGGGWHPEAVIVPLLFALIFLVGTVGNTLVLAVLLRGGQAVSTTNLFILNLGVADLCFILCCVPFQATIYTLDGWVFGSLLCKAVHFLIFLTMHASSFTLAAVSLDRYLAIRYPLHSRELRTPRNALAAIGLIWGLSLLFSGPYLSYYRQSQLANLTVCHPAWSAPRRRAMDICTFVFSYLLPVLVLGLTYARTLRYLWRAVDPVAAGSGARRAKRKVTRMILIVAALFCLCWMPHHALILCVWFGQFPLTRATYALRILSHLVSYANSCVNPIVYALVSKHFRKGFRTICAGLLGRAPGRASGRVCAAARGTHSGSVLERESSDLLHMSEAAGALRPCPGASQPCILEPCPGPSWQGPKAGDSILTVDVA
HCT116 bCat-KO – beta-catenin-lacking colon tumor cell growth suppression. HCT116 beta-catenin knockout viability, CellTiter-Glo, 60 h; stronger effect = lower value. viability, % at 10 µM. 140,000 tested, 1.5% active. AID 818;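 active = viability at or under a set limit, the compound median less 4 SD, cut at about 6% in these data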;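 also: 0% = Hyamine 1622 control at 20 µM and 100% = untreated cell control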
Measles CPE – protection of cells from measles virus | Measles virus-infected cells, CPE protection, absorbance | protection (pct of control), % at 4 µM | 140,000 tested, 1.5% active | AID 841; in the data active = protection mostly above about 24%, no sharp cut-off; inactive = mostly below about 26%; also: some compounds called inactive have numbers as strong as hits
Yeast life ext – yeast lifespan extension; S. cerevisiae growth with nicotinamide, OD615; deaD strain in restrictive glucose medium; inhibition of the nicotinamide effect, % at 10 µM; 130,000 tested, 0.68% active;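 active = inhibition above a set limit, placed 3 SD over the median of all compounds, cut at about 26% in these data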;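 also: 0% = nicotinamide-treated wells and 100% = cells grown without nicotinamide; some compounds called inactive have numbers as strong as hits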
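Test system: DeaD-strain S. cerevisiae / Buffer or medium: restrictive glucose medium / Also added: nicotinamide 1.5 mM / Doses: one concentration, 10 µM, DMSO 0.25% / Schedule: 48 h at 30 °C / Signal: OD615 measurement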
MRP1 act – activates MRP-1; H69AR cells + doxorubicin, viability rescue, CellTiter-Glo; viability increase, % at 10 µM; 140,000 tested, 0.61% active; AID 799;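 active = viability gain under doxorubicin at or above a set limit, the compound median plus 3 SD, cut at about 4.7% in these data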;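 also: MRP-1 overexpressing cells given doxorubicin 25 µM after compound pretreatment; 18-22 h compound pretreatment then 72 h with doxorubicin before readout; 0% = doxorubicin-only wells and 100% = vehicle-treated cells without doxorubicin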
* = called active by the depositor.

Screening CCc1nnc(NS(=O)(=O)c2ccc(NC(=O)OC)cc2)s1 returned BB579 growth dn -70, E-sel TNF inh 7, NPY Y2 blocker 2, PTEN del growth 97, GALR2 blocker -4, HCT116 bCat-KO 97, Measles CPE 17, Yeast life ext -6 and MRP1 act -0.5.
For COc1ccc(C)cc1NC(=O)c1cc2cc3ccc(C)cc3nc2o1 the results were BB579 growth dn -27, NPY Y2 blocker 2, PTEN del growth 93, GALR2 blocker 23, HCT116 bCat-KO 97, Measles CPE 4, Yeast life ext 14 and MRP1 act -0.4.
Screening O=C(CSc1nnc(CNC(=O)c2cccs2)o1)Nc1cccc(C(F)(F)F)c1 returned BB579 growth dn -91, E-sel TNF inh -8, NPY Y2 blocker -3, PTEN del growth 101, GALR2 blocker 5, HCT116 bCat-KO 107, Measles CPE 20, Yeast life ext -10 and MRP1 act -0.8.
For COc1ccc(-c2cc(=O)oc3cc4occ(C)c4cc23)cc1 the results were BB579 growth dn 2, E-sel TNF inh -13, NPY Y2 blocker 3, PTEN del growth 68, GALR2 blocker -9, HCT116 bCat-KO 79, Measles CPE 16, Yeast life ext -8 and MRP1 act -4.2.
Screening O=C1OC(c2ccco2)=N/C1=C\c1ccc(-c2cccc(C(F)(F)F)c2)o1 returned BB579 growth dn -11, NPY Y2 blocker 6, Phagocytosis inh -9, PTEN del growth 89, GALR2 blocker -7, HCT116 bCat-KO 93, Measles CPE 27, Yeast life ext 2 and MRP1 act -1.6.
Cc1ccccc1/C=N/NC(=O)Cn1cnc([N+](=O)[O-])n1 was read as BB579 growth dn -18, E-sel TNF inh -28, NPY Y2 blocker 1, Phagocytosis inh 2, PTEN del growth 105, GALR2 blocker 10, HCT116 bCat-KO 106, Measles CPE 29, Yeast life ext -3 and MRP1 act 0.3.
`O=C(Nc1ccc(N2CCCC2)cc1)c1ccccc1F` gave BB579 growth dn -15, E-sel TNF inh -3, NPY Y2 blocker 0, PTEN del growth 93, GALR2 blocker -5, HCT116 bCat-KO 90, Measles CPE 5 and MRP1 act -0.8.
Screening COc1ccc(C(=O)NCC(=O)NCC(c2ccco2)N(C)C)cc1OC (centres undefined) returned BB579 growth dn 3, E-sel TNF inh 6, NPY Y2 blocker 3, Phagocytosis inh -10, PTEN del growth 105, GALR2 blocker 2, HCT116 bCat-KO 100, Measles CPE 7, Yeast life ext -1 and MRP1 act -1.0.
For CCOC(=O)c1c(C)sc(Sc2ccc(Cl)cc2[N+](=O)[O-])c1OC the results were BB579 growth dn -55, E-sel TNF inh 12, NPY Y2 blocker 7, PTEN del growth 84, GALR2 blocker -2, HCT116 bCat-KO 94, Measles CPE 3, Yeast life ext 3 and MRP1 act -0.9.
For Cc1ccc(OCc2nc(C#N)c(NCCCn3ccnc3)o2)cc1 the results were BB579 growth dn -28, NPY Y2 blocker 2, Phagocytosis inh -2, PTEN del growth 91, GALR2 blocker 2, HCT116 bCat-KO 91, Measles CPE 5, Yeast life ext -3 and MRP1 act -0.1.
CC(=O)COc1cc(C)cc2oc(=O)c(C)c(C)c12 was read as BB579 growth dn -12, E-sel TNF inh -30, NPY Y2 blocker 1, Phagocytosis inh 3, PTEN del growth 87, GALR2 blocker -11, HCT116 bCat-KO 98, Measles CPE 4, Yeast life ext -20 and MRP1 act -2.5.
For Cc1nc(NC2=NCN(CCCN3CCOCC3)CN2)nc2c(C)cccc12 the results were BB579 growth dn -9, E-sel TNF inh -13, NPY Y2 blocker 3, Phagocytosis inh 0, PTEN del growth 26, GALR2 blocker 4, HCT116 bCat-KO 19, Measles CPE 2, Yeast life ext -3 and MRP1 act -2.6.
Screening CCCc1nc2c(c(=O)c3ccccc3n2C)c(=O)n1C1CCCCCC1 returned BB579 growth dn -14, E-sel TNF inh -3, NPY Y2 blocker 12, Phagocytosis inh -4, PTEN del growth 4, GALR2 blocker -5, HCT116 bCat-KO 7, Measles CPE 6, Yeast life ext 48* and MRP1 act -5.7.
For c1ccc2c(c1)NC1(CCCC1)n1c-2nc2ccccc21 the results were BB579 growth dn 9, NPY Y2 blocker -1, Phagocytosis inh -3, PTEN del growth 94, GALR2 blocker 10, HCT116 bCat-KO 84, Measles CPE 3, Yeast life ext -33 and MRP1 act -3.4.
`COc1ccc(CNC(=O)CN(c2ccc(OC)cc2)S(=O)(=O)c2c(C)nn(C)c2C)cc1` gave BB579 growth dn 2, E-sel TNF inh -17, NPY Y2 blocker 1, Phagocytosis inh -2, PTEN del growth 96, GALR2 blocker -5, HCT116 bCat-KO 87, Measles CPE 2, Yeast life ext 2 and MRP1 act -1.9.
Screening CCOC(=O)NC1(C(F)(F)F)NC(=O)N(Cc2ccco2)C1=O (centres undefined) returned BB579 growth dn 8, E-sel TNF inh -10, NPY Y2 blocker 1, Phagocytosis inh -3, PTEN del growth 92, GALR2 blocker 1, HCT116 bCat-KO 90, Measles CPE 14, Yeast life ext -11 and MRP1 act -0.6.
For COc1ccc(/C=N/Nc2nc(Nc3ccccc3)nc(N3CCCCC3)n2)cc1OC the results were BB579 growth dn -49, E-sel TNF inh 4, NPY Y2 blocker -2, PTEN del growth 54, GALR2 blocker -8, HCT116 bCat-KO 57, Measles CPE 5, Yeast life ext -11 and MRP1 act 2.1.
CCOc1ccc(NC(=O)CCSc2ccc3ccccc3n2)cc1 was read as BB579 growth dn -22, NPY Y2 blocker 7, Phagocytosis inh -9, PTEN del growth 93, GALR2 blocker -8, HCT116 bCat-KO 93, Measles CPE 11, Yeast life ext -4 and MRP1 act -1.1.
CCn1c(SCC(=O)C(C)(C)C)nnc1-c1cnccn1 was read as BB579 growth dn -2, E-sel TNF inh -23, NPY Y2 blocker 0, PTEN del growth 100, GALR2 blocker 8, HCT116 bCat-KO 96, Measles CPE 11 and MRP1 act 2.9.
For COc1ccc(C(=O)NCC23C=CC(O2)C2C(=O)N(Cc4ccccc4)C(=O)C23)cc1 (centres undefined) the results were BB579 growth dn -24, NPY Y2 blocker 8, Phagocytosis inh -1, PTEN del growth 88, GALR2 blocker -1, HCT116 bCat-KO 106, Measles CPE 4, Yeast life ext -9 and MRP1 act 0.5.
Screening COc1ccc2c(CSc3nc4nc(C)cc(C)n4n3)cc(=O)oc2c1 returned BB579 growth dn -24, E-sel TNF inh -11, NPY Y2 blocker 2, Phagocytosis inh -1, PTEN del growth 99, GALR2 blocker -24, HCT116 bCat-KO 96, Measles CPE 4, Yeast life ext -7 and MRP1 act 0.4.
O=C(NCCCN1CCOCC1)c1cc2c(s1)CSC2 was read as BB579 growth dn 24, E-sel TNF inh -18, NPY Y2 blocker 0, PTEN del growth 94, GALR2 blocker 10, HCT116 bCat-KO 89, Measles CPE 10, Yeast life ext -8 and MRP1 act -2.2.
CC1CCCC(NC(=O)C2CCN(S(=O)(=O)N3CCOCC3)CC2)C1C (centres undefined) was read as BB579 growth dn 6, E-sel TNF inh 1, NPY Y2 blocker -1, Phagocytosis inh -1, PTEN del growth 85, GALR2 blocker 3, HCT116 bCat-KO 96, Measles CPE 6, Yeast life ext -12 and MRP1 act -0.7.
`O=C(O)COc1ccc(Br)cc1/C=C1/SC(=O)N(CC(=O)N2CCCC2)C1=O` gave BB579 growth dn 5, E-sel TNF inh 7, NPY Y2 blocker -5, Phagocytosis inh -2, PTEN del growth 88, GALR2 blocker 5, HCT116 bCat-KO 76, Measles CPE 4, Yeast life ext -16 and MRP1 act -4.2.
`O=C(CCN1C(=O)c2ccccc2C1=O)Nc1ccc2c(c1)OCCO2` gave BB579 growth dn -78, E-sel TNF inh -8, NPY Y2 blocker 2, Phagocytosis inh 1, PTEN del growth 98, GALR2 blocker 7, HCT116 bCat-KO 85, Measles CPE 7, Yeast life ext -9 and MRP1 act -0.2.
`Cc1ccc2c(c1)N(S(=O)(=O)c1ccc(F)cc1)C(C(C)(C)C)CO2` (centres undefined) gave BB579 growth dn -22, NPY Y2 blocker 4, Phagocytosis inh 2, PTEN del growth 79, GALR2 blocker 4, HCT116 bCat-KO 80, Measles CPE 19, Yeast life ext -10 and MRP1 act 0.3.
O=S(=O)([N-]c1nc2ccccc2nc1-[n+]1ccccc1)c1ccc(Cl)cc1 was read as BB579 growth dn 7, E-sel TNF inh 43, NPY Y2 blocker 0, PTEN del growth 90, GALR2 blocker -1, HCT116 bCat-KO 99, Measles CPE 1, Yeast life ext -9 and MRP1 act -0.8.
For CC(C)Oc1ccc(CNC(=O)CC(c2ccccc2)c2cc(Cl)ccc2O)cc1 (centres undefined) the results were BB579 growth dn -30, E-sel TNF inh -49, NPY Y2 blocker 1, PTEN del growth 51, GALR2 blocker 4, HCT116 bCat-KO 63, Measles CPE 12, Yeast life ext -11 and MRP1 act 0.6.
Screening c1ccc(-n2nnc3cnccc32)cc1 returned BB579 growth dn 6, NPY Y2 blocker 2, Phagocytosis inh 0, PTEN del growth 94, GALR2 blocker 11, HCT116 bCat-KO 99, Measles CPE 12, Yeast life ext -6 and MRP1 act -2.1.
COc1ccccc1N(CC(=O)NC(C)(C)C)C(=O)C1CSC(=O)C1 (centres undefined) was read as BB579 growth dn -15, E-sel TNF inh 4, NPY Y2 blocker 1, PTEN del growth 91, GALR2 blocker 17, HCT116 bCat-KO 87, Measles CPE 4 and MRP1 act -0.8.
CC(NC(=O)OCc1ccccc1)C(=O)N1CC(O)CC1C(=O)O (centres undefined) was read as BB579 growth dn -12, E-sel TNF inh -18, NPY Y2 blocker 1, Phagocytosis inh 1, PTEN del growth 104, GALR2 blocker 9, HCT116 bCat-KO 101, Measles CPE 18, Yeast life ext 2 and MRP1 act 1.3.
For COc1ccc(NS(=O)(=O)c2cccc3nonc23)c(OC)c1 the results were BB579 growth dn -50, E-sel TNF inh -5, NPY Y2 blocker 2, Phagocytosis inh -3, PTEN del growth 84, GALR2 blocker -10, HCT116 bCat-KO 84, Measles CPE 17, Yeast life ext 7 and MRP1 act -3.6.
For C1=C(CCNCC2CC2)CCCC1 the results were BB579 growth dn -3, E-sel TNF inh 11, NPY Y2 blocker 4, Phagocytosis inh 0, PTEN del growth 110, GALR2 blocker -10, HCT116 bCat-KO 104, Measles CPE 5, Yeast life ext -17 and MRP1 act 0.2.
Screening c1ccc(OCCCc2nc(-c3ccncc3)no2)cc1 returned BB579 growth dn -19, E-sel TNF inh 0, NPY Y2 blocker 3, Phagocytosis inh 1, PTEN del growth 96, GALR2 blocker 4, HCT116 bCat-KO 101, Measles CPE 4, Yeast life ext -2 and MRP1 act 0.3.
Screening CC(C)CN1C(=O)c2ccc(NC(=O)c3ccccc3F)cc2C1=O returned BB579 growth dn -12, E-sel TNF inh 1, NPY Y2 blocker 0, Phagocytosis inh -1, PTEN del growth 96, GALR2 blocker -3, HCT116 bCat-KO 112, Measles CPE 6, Yeast life ext 5 and MRP1 act 0.6.
For Cc1ccc(SCC(=O)OCn2nnc3ccccc3c2=O)cc1C the results were BB579 growth dn -8, NPY Y2 blocker 10, Phagocytosis inh -6, PTEN del growth 96, GALR2 blocker -2, HCT116 bCat-KO 87, Measles CPE 26, Yeast life ext 8 and MRP1 act -1.9.

Bioassay records as filed in PubChem.
